From PubChem BioAssay
p53 reactivation – qHTS assay for re-activators of p53 using a Luc reporter; H1299 p53-A138V BP100-luciferase reporter, luminescence, 24 h; Potency, µM (top dose mostly 92.2 µM), inactives show top-dose activity change, positive = activation, hits mostly activators; 0.063% of 320,000 active; AID 504706, 2011; note: potency is the fitted concentration of half-maximal effect; % of control where 0% means no effect; nearly all actives have a fitted effect of over 45% in size
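p53-null H1299 cells stably carrying temperature-sensitive p53-A138V and a BP100-luciferase reporter were pinned with compounds (4-point, 1:5 series) and held 24 hrs at 37 deg C. Luminescence was read 10 min after detection reagent.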
ELG1 genotox – qHTS screen for small molecules that induce genotoxicity in human embryonic kidney (HEK293T) cells expressing luciferase-tagged ELG1 | HEK293T ELG1-luciferase reporter, luminescence, 16 h | Potency, µM (top dose mostly 46 µM), inactives show top-dose activity change, positive = activation, hits mostly activators | 1.3% of 330,000 active; note: potency is the fitted concentration of half-maximal effect; % of control where 0% means no effect; nearly all actives have a fitted effect of over 60% in size
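ELG1-luciferase HEK293T cells, 2,000/well; compound pinned in; 16 hr, 37 °C, 5% CO2; ONE-Glo, 30 min RT; luminescence on CCD imager.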
FLuc modulator – qHTS profiling assay for firefly luciferase inhibitor/activator using purifed enzyme and Km concentrations of substrates (counterscreen for miR-21 project). Luciferin 4-monooxygenase (Photinus pyralis), P08659. 6.9% of 360,000 active. Potency, µM (series often up to 57.5 µM), for inactives: top-dose activity change, negative = inhibition, most hits filed as inhibitors. purified FLuc, Km substrates, luminescence inhibition;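 note: potency is the fitted concentration of half-maximal effect; plate controls were vehicle for no effect and reference inhibitor for full effect; nearly all actives have a fitted effect of over 55% in size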
Target sequence (P08659 whole entry, looked up): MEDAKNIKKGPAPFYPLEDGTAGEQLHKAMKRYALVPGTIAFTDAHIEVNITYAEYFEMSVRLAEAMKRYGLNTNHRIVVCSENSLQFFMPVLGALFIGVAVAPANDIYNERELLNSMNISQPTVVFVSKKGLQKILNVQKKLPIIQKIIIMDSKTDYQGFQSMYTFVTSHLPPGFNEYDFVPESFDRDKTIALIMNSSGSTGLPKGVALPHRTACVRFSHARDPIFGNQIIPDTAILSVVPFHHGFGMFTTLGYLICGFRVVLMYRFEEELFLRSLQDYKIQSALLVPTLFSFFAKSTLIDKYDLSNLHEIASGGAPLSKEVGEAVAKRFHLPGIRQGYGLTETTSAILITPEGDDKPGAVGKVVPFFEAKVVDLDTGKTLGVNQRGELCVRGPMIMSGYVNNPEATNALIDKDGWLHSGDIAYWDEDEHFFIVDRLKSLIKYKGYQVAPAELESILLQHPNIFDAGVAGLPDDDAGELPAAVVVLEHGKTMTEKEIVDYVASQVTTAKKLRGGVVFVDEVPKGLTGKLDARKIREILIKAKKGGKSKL
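Biochemical qHTS of compounds, final roughly 60 µM downward over six points, against 10 nM purified firefly luciferase using Km concentrations of substrates (10 uM D-luciferin, 10 uM ATP) in Tris acetate pH 7.5 buffer; luminescence output.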
Rab9 promoter act – qHTS Assay for Rab9 Promoter Activators. Huh7 Rab9 promoter-luciferase reporter, luminescence, 24 h. Potency, µM (titrated, usually from 9.22 µM), inactives show top-dose activation, negative = inhibition, usual class: activators. 2.8% of 320,000 active; note: potency is the fitted concentration of half-maximal effect; % of control where 0% means no effect; nearly all actives have a fitted effect of over 60% in size
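Huh7 cells stably carrying Rab9 promoter–luciferase reporter, plated 1500 cells/well, compound added after 2 h and incubated 24 h at 37 °C; luciferase luminescence then read after 10 min with detection reagent.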
PKM2 activator – qHTS Assay for Activators of Human Muscle isoform 2 Pyruvate Kinase; Pyruvate kinase PKM (Homo sapiens), P14618; purified PKM2, Kinase-Glo ATP luminescence, activation; response scale: 0% is enzyme alone, no compound; Potency, µM (doses to about 57.5 µM), inactives show at the highest dose activation, most hits filed as activators; 0.34% of 260,000 active; AID 1631, 2009; note: potency is the fitted concentration of half-maximal effect; % is set by controls: 0 for no effect and ±100 for the full control effect; nearly all actives have a fitted effect of over 55% in size
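hPK-M2, >95% pure; 0.1 mM ADP / 0.5 mM PEP final; imidazole pH7.2 buffer w/ 7 mM MgCl2, 50 mM KCl; 1 h RT; Kinase-Glo lum. Intermediate enzyme activity for dual inhibitor/activator qHTS.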
Menin MLL FP TR – qHTS Assay for Inhibitors Targeting the Menin-MLL Interaction in MLL Related Leukemias: Competition With Texas Red Labeled MLL-derived Mutant Peptide; O00255; Menin + Texas Red MLL mutant peptide, fluorescence polarization; Potency, µM (titrated, usually from 61.6 µM), without a hit: top-dose FP activity change, negative = inhibition, usual class: inhibitors; 0.23% of 270,000 active; AID 1768, 2009; active = well fitted inhibition curve with a large enough effect in the polarisation, with a control signal flat, not every such curve was filed as active; inconclusive = small, poorly fitted or top-dose-only effect, or effect the other way, or a change in a side signal; inactive = no such curve, though single readings can be large or run the other way; the % refers to the polarisation; note: potency is the fitted concentration of half-maximal effect; % of control where 0% means no effect; many of its hits are not listed in these tables
VP16 counter – VP16 counterscreen qHTS for inhibitors of ROR gamma transcriptional activity. Potency, µM (titrated, usually from 53.6 µM), for inactives: top-dose activity, negative = inhibition, actives largely listed as inhibitors. Drosophila S2 Gal4-VP16 UAS-luciferase, luminescence, 20 h. AID 2546, 2010. 3.5% of 310,000 active;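 note: Gal4-VP16 expression switched on by copper sulfate through the metallothionein promoter; potency is the fitted concentration of half-maximal effect; % is set by controls: 0 for no effect and ±100 for the full control effect; nearly all actives have a fitted effect of over 50% in size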
RORgamma inh – qHTS for inhibitors of ROR gamma transcriptional activity; Potency, µM (highest dose often 53.6 µM), inactives show at the top dose activity change, negative = inhibition, hits mostly inhibitors; Drosophila S2 Gal4-RORgamma UAS-luciferase reporter, 20 h; 5.4% of 310,000 active; Nuclear receptor ROR-gamma (Mus musculus), P51450; AID 2551, 2010; note: potency is the fitted concentration of half-maximal effect; % is set by controls: 0 for no effect and ±100 for the full control effect; nearly all actives have a fitted effect of over 60% in size
Target sequence (P51450 whole entry, looked up, the tested form may be a part): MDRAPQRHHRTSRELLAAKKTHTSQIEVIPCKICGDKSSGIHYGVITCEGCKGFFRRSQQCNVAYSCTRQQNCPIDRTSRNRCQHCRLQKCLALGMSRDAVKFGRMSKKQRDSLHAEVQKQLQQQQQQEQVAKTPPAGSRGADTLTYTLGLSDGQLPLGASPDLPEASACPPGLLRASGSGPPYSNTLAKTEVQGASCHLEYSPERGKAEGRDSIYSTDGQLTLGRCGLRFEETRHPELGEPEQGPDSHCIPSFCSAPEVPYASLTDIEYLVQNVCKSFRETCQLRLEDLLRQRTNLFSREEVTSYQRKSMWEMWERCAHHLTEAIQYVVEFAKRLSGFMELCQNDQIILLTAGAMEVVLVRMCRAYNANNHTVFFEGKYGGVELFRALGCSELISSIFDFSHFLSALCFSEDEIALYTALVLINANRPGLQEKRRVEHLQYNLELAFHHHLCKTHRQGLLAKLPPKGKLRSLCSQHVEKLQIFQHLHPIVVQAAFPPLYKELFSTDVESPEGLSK
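Luminescence from a UAS-regulated Photinus luciferase reporter in stably transfected Drosophila Schneider cells is measured; decreased signal marks ROR gamma inhibition. Fusion expression is induced by 700 uM copper sulfate for 20 hr.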
BRCA1 expr act – qHTS Assay to Identify Small Molecule Activators of BRCA1 Expression; MCF7-BRCA1-FFLuc reporter, luminescence, 48 h; response scale: scaled: vehicle 0%, 10 µM genistein 100%; Potency, µM (series often up to 46.1 µM), inactives show at the top dose activation, usual class: activators; 1.1% of 380,000 active; AID 624202, 2012; note: potency is the fitted concentration of half-maximal effect; nearly all actives have a fitted effect of over 80% in size; some results filed as inactive show a strong effect at the top dose
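MCF7 cells carrying a BRCA1-firefly luciferase reporter (2000 cells/well, phenol-red free MEM) were attached for 2 h at 37 °C, then given compounds for 48 h. Luminescence was read 15 min after luciferase reagent; activity normalized to genistein (10 microM) and DMSO.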
NPC1 prom act – qHTS Assay for NPC1 Promoter Activators | Huh7 NPC1 promoter luciferase reporter, 24 h | Potency, µM (titrated, usually from 9.22 µM), inactives show at the highest dose activation, actives largely listed as activators | 2.4% of 320,000 active;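 note: potency is the fitted concentration of half-maximal effect; % of control where 0% means no effect; nearly all actives have a fitted effect of over 60% in size; reporter is driven by a mutant NPC1 promoter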
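In 1536-well qHTS, Huh7 cells harboring an NPC1 promoter–luciferase construct received compound for 24 h; activation was quantified by luminescence following luciferase reagent addition.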
Giardia killer – Small Molecules that selectively kill Giardia lamblia: qHTS | Giardia lamblia trophozoite viability | activity change, % at 7.66 µM, hits read low | 0.15% of 340,000 active; in the data active = activity change below about -80%; inconclusive = between about -30% and that limit;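 note: parasites exposed to compound for two days anaerobically before the ATP read; % is set by controls: 0 for no effect and ±100 for the full control effect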
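Giardia lamblia trophozoites (100 cells/well) were incubated with compounds for 48 h at 37 deg C under anaerobic conditions. Viability was read as ATP content by one-step luminescence after 15-30 min at room temperature.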
* hit, by the source's call; ? = inconclusive; · = no result given; & = joins results of further samples; [ ] = another dose, or the depositor's remark. Unless noted, calls come from the whole dose curve; as a rule, active = well fitted curve in the direction sought with a large enough effect; inconclusive = small, poorly fitted or top-dose-only effect, or another doubt; inactive = no such curve, though single readings can be large; an effect the other way counts as inactive or inconclusive.

SMILES | p53 reactivation | ELG1 genotox | FLuc modulator | Rab9 promoter act | PKM2 activator | Menin MLL FP TR | VP16 counter | RORgamma inh | BRCA1 expr act | NPC1 prom act | Giardia killer
S=c1[nH]nc(-c2ccccc2)n1C1C=CCCC1 (stereo not drawn) | 5.6% | -3.5% | -6.3% | 9.3% | -0.9% | -1.1% | 2.82µM* | -127.4% | -28.1% | 0.3% | 0.9
Cn1c(SCC(=O)NCc2ccc(F)cc2)nc2ccccc21 | 1.1% | 1.7% | 3.0% | 4.4% | -30.5% | -17.8% | 1.8% | -26.1% | 11.9% | 0.3% | 5.1
CCOC(=O)c1c(N)n(CCCOC(=O)c2ccco2)c2nc3ccccc3nc12 | 3.7% | -9.6% | 0.0% | -3.5% | 1.5% | -3.4% | -0.2% | -3.7% | -90.7% | 1.5% | 1.3
COc1ccc(N2C(=O)NC(=O)/C(=C/c3ccc(N4CCOCC4)cc3)C2=O)cc1 | -4.0% | -3.1% | ? | -2.7% | -1.9% | 2.1% | 25.1% | 10.1% | · | 7.3% | ·
Cc1cc(O)c2c(c1)C(=O)c1cc(O)cc(O)c1C2=O | · | · | · | 8.7%[46.1 µM] | · | 6.7%[24.8 µM] | ? | -102.0%&-43.2% | 0.5% | ? | 57.1[activator]
CSc1ccccc1C(=O)C1CCCN(Cc2ccn[nH]2)C1 (stereo not drawn) | -1.9% | -0.7% | -0.2% | -0.9% | -0.8% | 8.9% | 17.5% | -17.6% | -4.9% | 0.0% | 7.7
O=C(O)c1[nH]c(=O)[nH]c(=O)c1F | 10.6% | ? | -0.6% | -18.0% | 0.1% | · | -14.2% | -6.0% | -1.2% | -16.6% | -17.4
CC(C)CN(CC(C)C)c1ccc(C=C2C(=O)NC(=S)NC2=O)cc1[N+](=O)[O-] | 0.7% | -3.0% | -11.5% | 3.8% | 1.5% | 43.0%[activator] | -7.9% | 10.6% | -60.6% | 10.3% | -2.3
N/C(=N\OC(=O)CCC1CCCC1)c1ccccc1 | 7.0% | 25.9% | ? | 1.4% | 3.5% | -13.1% | 4.9% | 11.2% | 66.4% | 13.8% | -13.6
C/C(=N\N1CCN(C)CC1)c1c(O)[nH]c(=O)[nH]c1=O | 8.4% | -3.0% | -1.2% | -6.3% | -14.7% | 1.6% | -5.5% | 17.1% | · | -1.3% | 11.6
Cc1ccc(C(C)C)c(OCC(=O)N2CCN(CC(=O)N3CCOCC3)CC2)c1 | 0.3% | -0.1% | -0.4% | -0.9% | · | · | · | · | -6.6% | -24.0% | -25.0
CCN1CCN(S(=O)(=O)c2ccc(Cl)c(C(=O)N(CC)CC(=O)Nc3ccc(OC)cc3)c2)CC1 | -2.9% | -10.8% | -3.8% | -1.4% | 6.1% | · | -14.2% | 5.62µM* | -19.3% | 0.1% | 7.3
COC(=O)C1=C(c2ccc(C(C)=O)cc2)C[C@@H]2CC[C@H]1N2C(=O)NC1Cc2ccccc2C1 | -2.6% | 2.5% | 4.8% | 6.5% | · | · | · | · | 0.0% | -0.8% | -18.4
CCOC(=O)C(O)(c1ccc(NC(=O)c2ccco2)c(OC)c1)C(F)(F)F (stereo not drawn) | -3.1% | 8.2% | 1.8% | -0.4% | -1.6% | 17.7% | -3.7% | -0.8% | 3.9% | 9.6% | -11.5
O=C(N/N=C/c1c(O)n(-c2ccccc2)c(=S)[nH]c1=O)c1ccccc1 | 6.2% | 5.9% | ? | 2.0% | 1.0% | · | 3.8% | 7.94µM* | 64.3% | -0.2% | -17.1
Cc1nn(-c2ccccc2)c(Cl)c1C1C(C#N)=C(N)Oc2c1c(=O)oc1ccccc21 (stereo not drawn) | -4.8% | ? | 0.7% | 1.0% | -13.0% | -9.4% | 2.6% | 0.8% | -6.1% | 3.0% | -4.7
CCC1(c2ccc(-c3ccccc3)cc2)C(=O)NC(=O)NC1=O | · | 2.2% | 1.4% | 2.7% | 3.5% | 11.9% | 6.6% | 0.3% | 3.3% | -3.3% | 38.8[activator]
CC(C)(C)NCC(O)c1ccccc1Cl (stereo not drawn) | · | · | · | -4.8%[46.1 µM] | · | -6.2%&0.9% | 4.8% | 1.0% | · | -2.7%[46.1 µM] | ·
COc1ccccc1OCC(=O)Nc1ccc(Cl)cc1C(=O)c1ccccc1 | -1.5% | -2.9% | -1.1% | -4.7% | 1.6% | 1.8% | -7.6% | 22.7% | -9.3% | 0.3% | -3.2
Cc1nn(CCC#N)c2c1P(=S)(N1CCCC1)OC(c1ccc(F)cc1)=N2 (stereo not drawn) | 13.2% | -1.9% | -16.2% | 2.5% | -14.4% | 0.0% | -5.1% | -7.1% | 21.7% | 1.3% | -3.7
CCCCCn1c(=O)c(C(=O)Nc2cnccn2)c(O)c2ccccc21 | 1.6% | 4.3% | -13.5% | -25.2% | -0.4% | 0.4% | 1.9% | 4.0% | -87.4% | -24.8% | -7.9
Cc1nn(C)c(C)c1/C=C1/CC2C3CC=C4CC(O)CCC4(C)C3CCC2(C)C1=O (stereo not drawn) | -13.8% | -0.9% | 1.6% | 12.4% | 1.0% | 0.5% | -6.0% | 41.8% | 1.0% | -3.6% | 15.7
CC(=O)OC1CCC2(/C=N/O)C(=CCC3C4CCC(=O)C4(C)CCC32)C1 (stereo not drawn) | · | -1.2% | -0.2% | 7.0% | -6.7% | -1.1% | -11.4% | ? | 1.6% | -0.9% | -10.1
COc1ccc(CCNCc2ccc(C)s2)cc1OC | -1.9% | -6.9% | -1.5% | -1.0% | 0.9% | -11.3% | -5.7% | -6.6% | 5.8% | -1.8% | -13.9
Oc1ccc(Cl)cc1Sc1cc(Cl)ccc1O | · | · | · | · | · | ? | ? | ? | -81.5% | · | -15.5
CN1CCCN(c2ccc([N+](=O)[O-])nc2)CC1 | ? | 2.5% | -2.8% | 3.6% | -0.5% | 9.8% | -1.2% | 7.7% | 8.6% | 3.3% | ?
CCCCOc1ccc(CC2C(=O)N(C)C(=O)N(C)C2=O)cc1 | 3.6% | -0.3% | 2.6% | -4.3% | 9.6% | -23.2% | -6.4% | 25.7% | · | 8.1% | 11.9
Cc1ccccc1C1=NCC(=O)N(CC(=O)N2CCCCC2)c2sc(C)c(C)c21 | -14.1% | -4.3% | -1.0% | 1.9% | -16.8% | -2.5% | -1.8% | 21.3% | -49.6% | 2.8% | -7.5
CCOC(=O)C1(CCOc2ccccc2)CCN(Cc2ccc(C)s2)CC1 | -0.7% | -12.5% | 1.3% | -18.5% | -1.7% | -21.7% | ? | 28.0% | -30.6% | -3.8% | 16.1
Cc1csc(N2CCc3ccccc32)n1 | 9.1% | 3.7% | ? | -2.2% | -10.5% | -8.4% | 21.1% | 1.6% | 0.4% | 1.1% | 4.6
CCOC(=O)C(NC(=O)CCl)(Nc1ccc(C(O)(C(=O)OCC)C(F)(F)F)cc1)C(F)(F)F (stereo not drawn) | 5.9% | -0.8% | 4.1% | -4.8% | 4.8% | 1.8% | -9.3% | -8.9% | -1.7% | -4.8% | -15.0
CCCCn1c(O)c(C(=O)/C=C/c2ccc3c(c2)OCO3)c(=O)[nH]c1=O | -5.6% | -3.6% | -10.1% | 0.1% | 0.3% | · | 7.0% | 25.8% | -74.1% | -2.9% | 12.5
Cc1ccc2c(c1)C1CN(C)CCC1N2C(=O)c1cn(-c2ccccc2)nc1-c1ccccc1 (stereo not drawn) | -4.8% | -7.1% | ? | -0.4% | 1.1% | -7.6% | -18.4% | ? | -42.2% | -13.8% | 6.5
CCOC(=O)c1c(NC(NC(=O)CF)C(Cl)(Cl)Cl)sc2c1CCCC2 (stereo not drawn) | 15.3% | -3.5% | -1.9% | -7.3% | -0.1% | -5.1% | -6.0% | ? | -5.1% | 0.1% | -10.9
CN1C(=O)C(=Cc2ccc(N(C)C)c([N+](=O)[O-])c2)C(=O)N(C)C1=O | 1.2% | 14.6% | ? | 1.0% | -1.3% | 0.5% | -14.3% | -44.9% | · | -1.8% | ·
Cc1ccc2c(c1)C(c1ccccc1)NCC(=O)N2 (stereo not drawn) | -1.2% | 1.6% | 1.8% | -14.8% | -0.7% | -6.1% | -13.9% | 2.2% | -11.9% | -3.0% | -6.7

The list is partial; the hit share may differ from the screen's.
